# High-throughput results (PubChem BioAssay)
# Vif inh – blocks HIV Vif function; HEK293T cells, Vif self-association by quenched fluorescence, imaging, 24 h; inhibition, % at 7.49 µM; 0.35% of 340,000 active; AID 602346; in the data active means inhibition above about 50%, passing the limit was not always enough; inconclusive means no clear call, values can overlap the other calls; inactive means below about 31%; further: some results filed as inactive read as strong as hits
# TROY NFkB inh – TROY signaling inhibition; inhibition, % at 10 µM; AID 1347056; Q293 LMP1-TROYcd NF-kB luciferase reporter, 4 h; 0.98% of 360,000 active;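 active means compounds whose plate-normalised and pattern-corrected inhibition of the luciferase reporter signal at the single screening dose is 50% or more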
# NR2F2 inh – NR2F2 (human) inhibition, primary screen; inhibition, % at 8.6 µM; 0.7% of 370,000 active; HEK293T NGFI-A luciferase reporter, luminescence; AID 686940;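 active means inhibition above a per-plate cutoff, mean inhibition of test wells between control levels plus 3 SD, cut at about 38% in these data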;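 further: cells cotransfected with COUP-TFII expression vector driving the NGFI-A reporter; 0% = median of COUP-TF2 test wells and 100% = reporter-only cells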
# NCOA1 inh – human NCOA1 inhibition; Q15788; 0.12% of 360,000 active; HEK293 GAL4-SRC1 luciferase reporter, luminescence; inhibition, % at 3.6 µM;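 active means inhibition above the campaign mean plus 3 SD, with each screening campaign given its own cutoff, cut at about 60% in these data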;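 further: 0% = DMSO treated cells and 100% = gossypol at 36 µM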
# NOD2 RIPK2 PPI – blocks binding of human NOD2 to RIPK2; CHO BLA complementation NOD2-RIPK2, CCF4 ratio; inhibition, % at 4.98 µM; 0.38% of 360,000 active; AID 624267; in the data active means inhibition above about 21%;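 further: 0% = vehicle only and 100% = reference blocker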
# TLR9-MyD88 inh – blocks human TLR9 binding to MyD88 | 0.21% of 340,000 active | CHO BLA complementation TLR9-MyD88, CCF4 FRET ratio | inhibition, % at 4.98 µM | Q9NR96+Q99836;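 active means inhibition above the mean over all tested compounds plus 3 SD, cut at about 21% in these data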;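 further: 0% = DMSO only wells and 100% = clavulanate BLA inhibitor control wells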
# EBV LMP1 NFkB – Epstein-Barr LMP1 NF-kappaB reporter inhibition | inhibition, % at 12.5 µM | LMP1-induced NF-kappaB luciferase reporter cells, luminescence | 0.69% of 350,000 active | AID 504558; in the data active means inhibition above about 41%; inconclusive means no clear call, values can overlap the other calls;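 further: 0% = neutral control wells and 100% = reference inhibitor control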
# NCOA2 inhibitor – human SRC2 (NCOA2) inhibition; Q15596; inhibition, % at 9 µM; HEK293 GAL4-SRC2 luciferase reporter, luminescence; 0.17% of 370,000 active;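 active means inhibition above the mean inhibition of all tested compounds plus 3 SD, set per campaign, cut at about 52% in these data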;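 further: 0% = DMSO treated cells and 100% = cells given Gossypol at 36 µM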
# Target sequence (Q15596 whole entry, looked up, the tested form may be a part): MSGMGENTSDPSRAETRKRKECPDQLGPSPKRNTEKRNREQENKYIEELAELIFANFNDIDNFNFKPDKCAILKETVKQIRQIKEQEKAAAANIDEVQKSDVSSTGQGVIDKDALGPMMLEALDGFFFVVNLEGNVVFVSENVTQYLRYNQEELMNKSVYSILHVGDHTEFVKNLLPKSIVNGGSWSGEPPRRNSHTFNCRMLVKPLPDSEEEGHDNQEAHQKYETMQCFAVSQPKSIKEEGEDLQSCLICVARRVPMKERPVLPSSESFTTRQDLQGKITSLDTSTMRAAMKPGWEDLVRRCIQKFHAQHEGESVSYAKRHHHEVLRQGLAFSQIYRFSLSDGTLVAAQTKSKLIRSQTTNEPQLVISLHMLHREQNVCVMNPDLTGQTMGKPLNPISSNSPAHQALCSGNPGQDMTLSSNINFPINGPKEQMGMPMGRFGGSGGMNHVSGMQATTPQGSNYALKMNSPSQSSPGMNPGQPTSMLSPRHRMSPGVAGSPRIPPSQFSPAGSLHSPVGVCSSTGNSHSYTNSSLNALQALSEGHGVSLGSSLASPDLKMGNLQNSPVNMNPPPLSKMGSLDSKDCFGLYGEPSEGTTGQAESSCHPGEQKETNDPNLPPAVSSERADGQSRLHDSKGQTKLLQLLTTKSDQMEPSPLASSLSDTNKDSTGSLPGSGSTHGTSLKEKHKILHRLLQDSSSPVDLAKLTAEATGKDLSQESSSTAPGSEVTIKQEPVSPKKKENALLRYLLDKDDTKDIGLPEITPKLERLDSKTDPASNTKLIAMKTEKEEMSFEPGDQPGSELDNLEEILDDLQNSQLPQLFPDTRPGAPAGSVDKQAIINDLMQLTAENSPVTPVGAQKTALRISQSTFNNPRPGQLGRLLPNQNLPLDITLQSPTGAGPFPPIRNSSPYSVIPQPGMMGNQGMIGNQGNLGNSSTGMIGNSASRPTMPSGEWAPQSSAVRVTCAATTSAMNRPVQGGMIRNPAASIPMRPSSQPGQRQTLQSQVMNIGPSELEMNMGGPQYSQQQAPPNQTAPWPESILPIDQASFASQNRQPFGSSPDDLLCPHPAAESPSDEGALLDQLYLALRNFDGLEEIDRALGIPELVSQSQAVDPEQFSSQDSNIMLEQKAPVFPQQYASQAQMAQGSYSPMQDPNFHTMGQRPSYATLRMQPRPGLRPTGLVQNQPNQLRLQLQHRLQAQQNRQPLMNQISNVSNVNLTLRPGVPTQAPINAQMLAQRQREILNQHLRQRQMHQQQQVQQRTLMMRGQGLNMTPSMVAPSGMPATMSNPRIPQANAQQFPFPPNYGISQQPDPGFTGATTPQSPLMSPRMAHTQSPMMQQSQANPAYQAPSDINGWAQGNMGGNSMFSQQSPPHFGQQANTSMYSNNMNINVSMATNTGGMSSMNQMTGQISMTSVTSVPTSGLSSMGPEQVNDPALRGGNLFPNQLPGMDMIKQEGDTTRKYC
# NR5A2 inv ag – NR5A2 inverse agonism in reporter assay; 0.13% of 360,000 active; HEK293T StAR-luciferase reporter, LRH-1 transfected, 24 h; inhibition, % at 3.6 µM;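 active means inhibition above the mean inhibition of all tested compounds plus 3 SD, cut at about 73% in these data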;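 further: 0% = DMSO wells and 100% = reporter-only cells lacking LRH-1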
# C8 TRAIL sens – sensitizes caspase-8 expressing cells to TRAIL | inhibition (viability loss, TRAIL sensitization), % at 10 µM | NB7+C8 cells + TRAIL, ATPlite viability luminescence | 1% of 360,000 active;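 active means compounds causing at least 50% loss of cell viability in the single-dose screen, relative to plate controls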
# NCOA3 inh – inhibitors of human steroid receptor coactivator 3 (SRC3) | inhibition, % at 3.6 µM | HEK293 GAL4-SRC3 luciferase reporter, luminescence | AID 588352 | 0.17% of 360,000 active | Q9Y6Q9;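 active means inhibition above a per-campaign cutoff, the mean of all compounds plus 3 SD, cut at about 60% in these data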;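 further: 0% = DMSO-treated cells and 100% = gossypol-treated cells at 36 µM; higher means less SRC3-driven luciferase light from the GAL4 reporter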
# Numbers without * were called inactive; ? = inconclusive; . = not tested or not shown; & = joins results of further samples.
SMILES,Vif inh,TROY NFkB inh,NR2F2 inh,NCOA1 inh,NOD2 RIPK2 PPI,TLR9-MyD88 inh,EBV LMP1 NFkB,NCOA2 inhibitor,NR5A2 inv ag,C8 TRAIL sens,NCOA3 inh
N=C1C(c2ccccc2)=C(O)CN1c1cccc(O)c1,-1,-20,-13,7,-4,-8,0,-4,-1,7,-21
Brc1ccc(OCc2nnc(SCC3CCCCC3)o2)cc1,8,-6,-10,-13,-12,7,1,9,-7,-2,6
CN(Cc1ccccc1)C(=O)CCn1c(=O)c2cccn2c2cccnc21,-5,8,-2,13,-10,-12,-6,-22,2,-27,-13
O=C(c1ccccc1NS(=O)(=O)c1ccc(F)cc1)N1CCc2ccccc21,4,10,21,2,-2,-8,8,25,-11,13,9
O=C(CSCc1ccccc1Br)N/N=C/c1ccc(OCC(=O)N2CCCCC2)cc1,0,9,2,-7,5,-2,-4,-4,4,8,14
COc1cc(OC)c(C(=O)Nc2cc(Cl)ccc2-n2cncn2)cc1OC,-6,-17,5,-11,-7,0,0,-29,11,9,10
O=C(NCc1cccnc1)c1ccc2sc([C@H]3C[C@H](O)[C@@H](CO)O3)nc2c1,3,-3,1,-9,3,.,.,-44,-5,-13,-2
Cc1c(Cl)cccc1NC(=S)NC1CCN(Cc2ccccc2)CC1,-2,9,3,-1,-6,-9,14,26,-4,10,17
CC(CCC(=O)O)C1CCC2C3C(O)CC4CC(O)CCC4(C)C3CC(O)C12C (centres undefined),-10&-2,-8&6,-10&1,-3&-1,-14&1,13,-3,14&-28,-2&4,4&-1,0&-20
O=[N+]([O-])c1ccc(N2CCN(c3ccccc3Cl)CC2)cn1,6,-12,-10,-7,-7,7,-10,-7,-6,12,-15
CN1CCN(CCCNC(=O)c2ccc(NC(=O)C3=CSCCO3)cc2)CC1,5,14,-15,-3,0,6,-4,5,-13,-33,-2
COc1ccc(CN2CCNC(=O)C2CC(=O)NCCCn2nnc3ccccc32)cc1C (centres undefined),0,-3,6,5,1,-6,1,-19,0,6,-14
COc1ccc(Cl)cc1-c1cc(C(=O)NCc2cccc(Cl)c2)[nH]n1,7,9,-9,-9,4,.,.,-21,-16,-31,-11
O=C(COc1ccc(Br)cc1)Nc1ccccc1N1CCCC1,0,-1,-4,-7,0,7,-14,-9,15,7,0
CC(C)CCC(C)NC(=O)CN1C(=O)NC(C)(c2ccc3ccccc3c2)C1=O (centres undefined),-7,8,-33,-7,-6,5,-6,-52,-10,21,19
Cc1cccc(C(=O)OCC(=O)NN2C(=O)NC3(CCC(C)CC3)C2=O)c1O (centres undefined),-2,-5,-6,3,2,-6,-3,-5,3,3,-3
CCOC(=O)C1CCN(C(=O)Nc2ccc3oc(C)nc3c2)CC1,2,16,2,-2,-17,5,5,-5,-24,-9,11
CCCS(=O)(=O)NC(=O)C1(C)CCN(C(=O)c2cc3ccccc3s2)C1 (centres undefined),.,-7,.,9,-8,.,.,.,9,2,-27
CCOC(=O)c1c(C)[nH]c(C)c1C(=O)CSc1nnc(N)s1,0,2,-2,-16,7,2,7,-8,10,-4,-7
CC(=O)Nc1cc2c(cc1NC(=O)Cn1nc(-c3ccccc3F)ccc1=O)OCCO2,7,10,13,8,1,8,4,19,0,3,-3
Oc1ccccc1CN1CCCC(N2CCN(c3cccc(C(F)(F)F)c3)CC2)C1 (centres undefined),-4,4,-11,11,-1,-6,7,7,11,-4,4
CCOc1ccc(NC(=O)CCNS(=O)(=O)c2ccc3c(c2)oc(=O)n3C)cc1,-2,2,-6,5,-7,-5,2,0,3,-15,4
Cc1ccc2nc(Cl)c(CN(Cc3cccs3)C(=O)C3CC3)cc2c1,-21,2,-5,5,2,13,2,-13,23,13,8
COCCNC(=O)CCn1c(=O)oc2ccccc21,.,9,-9,-4,-3,-3,0,-51,1,4,12
O=C(O)c1ccc(COc2ccc(Cl)cc2)o1,5,-54,3,-31,0,-6,-7,-31,-50,-6,-12
CCc1ccc([C@@H]2CC(=O)[C@@H]3CN(S(=O)(=O)c4ccccc4)[C@H](c4ccc(OC)cc4)C[C@@H]3N2S(=O)(=O)c2ccc(C)cc2)cc1,12,1,-6,12,-12,.,.,-7,-3,3,1
N#Cc1cccc(NC(=O)COc2ccc(-n3ccnc3)cc2)c1,-6,20,13,8,0,-12,8,6,-7,13,32
Cc1ccc(S(=O)(=O)N2CCCCCC2)cc1[N+](=O)[O-],-6,1,-5,6,14,-3,8,-8,-15,-5,-12
CNC[C@@H]1OCc2ccccc2-c2c(n(C)c3ccccc23)C(=O)N([C@H](C)CO)C[C@@H]1C,5,-13,12,-2,-13,-3,5,1,10,-18,-9
CCCCN(CCCC)Cc1cc(=O)oc2cc(OC)c(Cl)cc12,.,-1,13,13,-5,.,.,2,-4,-14,18
COc1ccc2oc(C(=O)C3CC3)c(N)c2c1,-3,-21,-48,-77,1,1,-34,-31,-92,-8,-104
O=C(CSc1nnc(NC(=O)C2CC2)s1)NCc1cccs1,-2,4,22,-13,1,2,-1,-7,9,0,4
Cc1ccc(NC(=O)c2nc[nH]c2C(=O)NCCCCCNC(=O)OC(C)(C)C)cc1,-11,4,-1,16,4,-15,2,-2,-14,23,7
CCN(CC)CCN(Cc1cc2cccc(C)c2[nH]c1=O)C(=S)Nc1ccccc1,6,-35,-10,0,-6,0,-1,4,9,-8,29
CN(C(=O)Nc1ccccc1)C1CCS(=O)(=O)C1 (centres undefined),12,8,11,-1,-10,2,0,-16,-1,-7,13
COc1cc([N+](=O)[O-])ccc1NC(=O)COC(=O)c1ccc(NC(N)=O)cc1,0,9,3,-7,5,-5,2,8,-5,5,9
CC(C)Cc1nc2n[nH]c(N)c2c2c1COC(C)(C)C2,9,4,13,-13,-9,3,4,14,4,4,-36
CC(=O)Nc1ccc(NS(=O)(=O)c2ccc3c(c2)n(C)c(=O)n3C)cc1,31,-2,11,6,5,-3,-8,-6,10,2,17
O=C(Nc1ccccc1)Nc1nnc(Cc2ccc([N+](=O)[O-])cc2)s1,3,5,-1,4,-16,-9,0,-13,0,-1,19
CCOc1ccc(C2C(C(=O)O)CCC(=O)N2C2CCCCC2)cc1 (centres undefined),-2,15,-21,2,2,3,0,4,2,10,12

# Exported bar-delimited: 2 of the compounds above.
Compound | Vif inh | TROY NFkB inh | NR2F2 inh | NCOA1 inh | NOD2 RIPK2 PPI | TLR9-MyD88 inh | EBV LMP1 NFkB | NCOA2 inhibitor | NR5A2 inv ag | C8 TRAIL sens | NCOA3 inh
O=C(CSc1nnc(NC(=O)C2CC2)s1)NCc1cccs1 | -2 | 4 | 22 | -13 | 1 | 2 | -1 | -7 | 9 | 0 | 4
COc1ccc2oc(C(=O)C3CC3)c(N)c2c1 | -3 | -21 | -48 | -77 | 1 | 1 | -34 | -31 | -92 | -8 | -104

# Further compounds follow:
SMILES,Vif inh,TROY NFkB inh,NR2F2 inh,NCOA1 inh,NOD2 RIPK2 PPI,TLR9-MyD88 inh,EBV LMP1 NFkB,NCOA2 inhibitor,NR5A2 inv ag,C8 TRAIL sens,NCOA3 inh
O=C(COC(=O)c1ccc[nH]c1=O)NCCCc1ccccc1,31,-10,19,-1,-5,-5,-6,9,3,-12,18
COC(=O)c1sccc1NC(=O)CSc1ccc(Cl)cc1,-8,-23,-3,6,-9,10,-1,8,2,-7,13
CCOc1ccc(CNC(=S)N/N=C/c2cccnc2)cc1,-2,-5,0,9,-9,0,2,17,-27,2,13
Clc1ccc(C2=Nn3c(nnc3-c3n[nH]c4c3CCC4)SC2)cc1Cl,?,17,-58,-15,-1,7,10,-23,12,7,5
Cc1ccc(S(=O)(=O)c2ccc(-n3nc(C)cc3N)cc2)cc1,-8,7,6,13,-6,.,-1,-26,9,0,12

# In the list so far, these have a Cl atom:
SMILES,Vif inh,TROY NFkB inh,NR2F2 inh,NCOA1 inh,NOD2 RIPK2 PPI,TLR9-MyD88 inh,EBV LMP1 NFkB,NCOA2 inhibitor,NR5A2 inv ag,C8 TRAIL sens,NCOA3 inh
COc1cc(OC)c(C(=O)Nc2cc(Cl)ccc2-n2cncn2)cc1OC,-6,-17,5,-11,-7,0,0,-29,11,9,10
Cc1c(Cl)cccc1NC(=S)NC1CCN(Cc2ccccc2)CC1,-2,9,3,-1,-6,-9,14,26,-4,10,17
O=[N+]([O-])c1ccc(N2CCN(c3ccccc3Cl)CC2)cn1,6,-12,-10,-7,-7,7,-10,-7,-6,12,-15
COc1ccc(Cl)cc1-c1cc(C(=O)NCc2cccc(Cl)c2)[nH]n1,7,9,-9,-9,4,.,.,-21,-16,-31,-11
Cc1ccc2nc(Cl)c(CN(Cc3cccs3)C(=O)C3CC3)cc2c1,-21,2,-5,5,2,13,2,-13,23,13,8
O=C(O)c1ccc(COc2ccc(Cl)cc2)o1,5,-54,3,-31,0,-6,-7,-31,-50,-6,-12
CCCCN(CCCC)Cc1cc(=O)oc2cc(OC)c(Cl)cc12,.,-1,13,13,-5,.,.,2,-4,-14,18
COC(=O)c1sccc1NC(=O)CSc1ccc(Cl)cc1,-8,-23,-3,6,-9,10,-1,8,2,-7,13
Clc1ccc(C2=Nn3c(nnc3-c3n[nH]c4c3CCC4)SC2)cc1Cl,?,17,-58,-15,-1,7,10,-23,12,7,5

# Some of the compounds tested; rates above refer to the full screens.
